Compound activity as filed in PubChem BioAssay.
APP 5'UTR act = APP 5'UTR luciferase reporter activation; SH-SY5Y APP 5'UTR luciferase reporter, luminescence; zero percent = DMSO vehicle wells; activation, % at 2 µM; 190,000 tested, 1% active;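 active = activation above a set limit, based on mean plus 3 SD of controls, cut at about 140% in these data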; also: values of inactives mirror those of a sister screen read the other way
STAT1 activator = increases IFN-gamma driven STAT1 reporter signal | NIH 3T3 STAT1-luciferase reporter, luminescence; 100% = IFN-gamma alone, no compound | activation (% of control), % at 5.5 µM | 200,000 tested, 2.6% active | AID 932;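 active = activation above the screen-wide mean activation plus 3 SD, cut at about 130% in these data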;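 also: raw ratio to IFN-gamma control signal so 100% means no change and 0% no light; values of inactives mirror those of a sister screen read the other way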
DTT redox prof = compounds producing H2O2 with reducing agent – biochemical, NIH compound library profiling, artefact control for MLSCN library redox annotation, primary screen | DTT-dependent redox cycling H2O2, phenol red/HRP absorbance; 100% = 100 µM peroxide control, 0% = buffer | activation, % at 10 µM | 200,000 tested, 0.03% active;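 active = activation of at least 50% relative to the plate's high and low controls in the primary single-dose screen; inactive = activation below 50%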;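 also: compound incubated with DTT at 0.8 mM final as the reducing agent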
STAT3 inh = STAT3 signaling inhibition. inhibition, % at 5.5 µM. 190,000 tested, 0.89% active. AID 862. U3A cells, IL-6 STAT3-luciferase reporter, luminescence; host cell line lacks STAT1;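 active = inhibition above the mean inhibition across all screened compounds plus 3 SD, cut at about 44% in these data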;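 also: 0% = DMSO only wells and 100% = 100 µM nifuroxazide control wells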
TLR4 MyD88 comp = blocks binding of human TLR4 to MyD88; O00206+Q99836; inhibition, % at 8.4 µM; 200,000 tested, 0.18% active; HeLa CL3-4 TLR4/MyD88 BLA complementation, FRET ratio; in the data active = inhibition above about 25%;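 also: 0% = vehicle and 100% = reference inhibitor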
Target sequence (O00206 whole entry, looked up): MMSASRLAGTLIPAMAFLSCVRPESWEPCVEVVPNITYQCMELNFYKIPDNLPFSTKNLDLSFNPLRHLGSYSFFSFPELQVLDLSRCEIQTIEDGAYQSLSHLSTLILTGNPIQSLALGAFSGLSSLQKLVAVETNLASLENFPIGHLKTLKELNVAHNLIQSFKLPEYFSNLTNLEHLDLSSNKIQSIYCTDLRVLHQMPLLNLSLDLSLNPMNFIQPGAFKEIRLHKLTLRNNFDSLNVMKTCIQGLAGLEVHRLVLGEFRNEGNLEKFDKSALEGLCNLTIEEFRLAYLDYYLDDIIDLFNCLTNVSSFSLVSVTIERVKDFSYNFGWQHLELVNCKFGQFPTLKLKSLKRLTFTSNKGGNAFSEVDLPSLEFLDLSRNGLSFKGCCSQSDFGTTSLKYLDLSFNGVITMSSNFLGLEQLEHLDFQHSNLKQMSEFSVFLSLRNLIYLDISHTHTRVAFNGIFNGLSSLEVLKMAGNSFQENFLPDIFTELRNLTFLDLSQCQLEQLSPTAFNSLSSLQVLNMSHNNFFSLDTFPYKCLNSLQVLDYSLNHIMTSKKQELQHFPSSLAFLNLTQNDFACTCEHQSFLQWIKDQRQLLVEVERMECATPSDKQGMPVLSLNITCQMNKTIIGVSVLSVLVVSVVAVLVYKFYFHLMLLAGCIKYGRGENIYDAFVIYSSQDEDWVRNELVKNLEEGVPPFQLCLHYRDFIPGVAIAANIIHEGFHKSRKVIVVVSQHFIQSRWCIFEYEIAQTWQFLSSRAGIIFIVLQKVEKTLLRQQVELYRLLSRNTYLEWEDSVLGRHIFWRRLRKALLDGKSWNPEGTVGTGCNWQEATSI
Target sequence (Q99836 whole entry, looked up): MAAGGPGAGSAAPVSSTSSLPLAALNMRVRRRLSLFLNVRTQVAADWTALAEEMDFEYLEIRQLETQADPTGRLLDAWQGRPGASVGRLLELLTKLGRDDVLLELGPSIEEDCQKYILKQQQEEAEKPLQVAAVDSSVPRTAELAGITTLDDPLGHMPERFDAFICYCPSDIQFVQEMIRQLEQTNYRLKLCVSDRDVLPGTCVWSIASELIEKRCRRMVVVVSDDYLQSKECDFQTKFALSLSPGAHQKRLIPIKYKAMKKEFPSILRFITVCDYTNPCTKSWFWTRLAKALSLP
NF-kB neuron act = raises NF-kB expression in human neuronal cells | NF-kB reporter expression; active compounds read high | fold change at 12.5 µM | 190,000 tested, 1.6% active; in the data active = fold change above about 3.3
STAT1 blocker = reduces IFN-gamma driven STAT1 reporter signal | NIH 3T3 STAT1-luciferase reporter, luminescence | inhibition, % at 5.5 µM | 200,000 tested, 0.35% active | AID 920;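 active = inhibition above a set limit, the mean inhibition across all tested compounds plus 3 SD, cut at about 34% in these data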;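 also: 0% = IFN-gamma with DMSO and 100% = IFN-gamma with 300 µM nifuroxazide; values of inactives mirror those of a sister screen read the other way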
STAT3 act = activators of IL-6 induced STAT3 signaling. U3A cells, IL-6 STAT3-luciferase reporter, luminescence; 100% = signal with IL-6 EC80 alone. activation (% of control), % at 5.6 µM. 190,000 tested, 0.91% active. AID 871;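 active = activation above the screen-wide mean of compound activation plus 3 SD, cut at about 130% in these data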;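 also: 0% = background luminescence of wells with medium and substrate only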
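Test system: Human STAT1-deficient U3A cells with stable STAT3-luciferase reporter | Also added: Interleukin-6, 33 ng/mL | Timing: Compound pre-incubation 1 h before IL-6, then 6 h stimulation at 37 °C | Technique: Luciferase reporter luminescence | Read-out: Percent of IL-6-only median luminescence | Benchmarks: IL-6-only wells as 100% reference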
Hsp70 act = transcriptional activators of Hsp70; HeLa Hsp70 promoter luciferase reporter, luminescence; scaled: vehicle 0, proteasome-inhibitor control 100%; activation, % at 10 µM; 200,000 tested, 0.04% active;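 active = activation above the mean across all tested compounds plus 3 SD, cutoff set per campaign, cut at about 5.5% in these data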;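 also: 100% = MG132 at 30 µM as the positive control and 0% = DMSO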
HMGR II inh = blocks class II HMG-CoA reductase of Enterococcus faecalis. purified E. faecalis HMGR, NADPH absorbance 340 nm kinetic. inhibition, % at 10 µM. 190,000 tested, 0.41% active. AID 1066;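 active = inhibition above a set limit, the median over all tested compounds plus 3 SD, cut at about 9.5% in these data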;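 also: enzyme runs in reverse so mevalonate oxidation gives rising NADPH absorbance; 0% = complete reaction with DMSO and 100% = background rate lacking mevalonate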
Starred values were filed as active, the others as inactive; / = not tested or not shown.

SMILES | APP 5'UTR act | STAT1 activator | DTT redox prof | STAT3 inh | TLR4 MyD88 comp | NF-kB neuron act | STAT1 blocker | STAT3 act | Hsp70 act | HMGR II inh
O=c1nc(N2CCCC2)nc(Nc2ccccc2)[nH]1 | -6 | 100 | 2.0 | 13 | -7 | 1 | 0 | 93 | -0.1 | -7
COc1ccc(CCNc2oc(-c3ccc(OC)c(OC)c3)nc2P(=O)(OC)OC)cc1OC | -7 | 96 | -0.3 | 12 | 0 | 0.76 | 4 | 93 | -0.1 | -7
Nc1ncnc2c1ncn2CCN1CCCCC1 | 15 | 97 | 0.1 | 1 | 6 | 1.1 | 4 | 100 | 0.1 | -3
O=C1OC(C(=O)O)Cc2ccccc21 (stereo not drawn) | / | 103 | 0.4 | 3 | 14 | 1.2 | -4 | 100 | 0.1 | -1
O=C(CNC(=O)c1ccccc1C(=O)O)c1ccccc1 | 69 | 130* | 1.9 | 16 | 3 | 1.7 | -33 | 89 | -0.1 | 0
CCOC(=O)N1CCC(N2Cc3cccc(C(=O)NC(C)c4ccc5c(c4)OCCO5)c3C2=O)CC1 (stereo not drawn) | -5 | 85 | -2.0 | 9 | 5 | 0.48 | 17 | 97 | -0.3 | 4
COc1ccc(CCNC(=O)CC2SC(=NCCc3ccccc3)NC2=O)cc1OC (stereo not drawn) | 7 | 97 | -0.2 | -6 | -4 | 1.2 | 3 | 103 | -0.2 | 0
O=C(O)C1Cc2ccccc2CN1C(=O)COc1ccc(Cl)cc1 (stereo not drawn) | 8 | 104 | -0.3 | 0 | 3 | 1.2 | -5 | 102 | 0.0 | -3
CN1CCN(c2nc3c(c(=O)n(C)c(=O)n3C)n2CC(N)=O)CC1 | -11 | 102 | 1.9 | -8 | 4 | 1.1 | -2 | 109 | -0.2 | -1
O=C(Nc1cccc(C(=O)N2CCCCCC2)c1)c1ccco1 | 28 | 102 | 0.9 | 0 | 12 | 1.1 | -4 | 103 | -0.2 | 3
N#CC12CCCCC1CC1CCCCC1(C#N)N2Cc1ccccn1 (stereo not drawn) | -16 | 100 | -1.0 | 2 | -4 | 1.4 | 0 | 103 | -0.2 | -3
CCCCC(=O)Nc1ccc(S(=O)(=O)Nc2nccc(C)n2)cc1 | 12 | 104 | 0.6 | 5 | 5 | 1.2 | -6 | 103 | 0.1 | 3
CC(=O)c1cc2c(cc1NC(=O)CSc1nc3ccccc3[nH]1)OCO2 | 11 | 84 | 0.1 | 8 | 4 | 0.97 | 17 | 90 | -0.4 | -10
Cc1nc2ccc(Nc3nc4cc(S(=O)(=O)N5CCOCC5)ccc4o3)cc2s1 | 10 | 100 | -0.2 | 18 | -1 | 0.63 | 0 | 88 | 0.3 | 1
Cc1ccc(NC2=Nc3ccccc3CC2)cc1 | 179* | 95 | -1.0 | 44* | -4 | 3.7* | 5 | 67 | -0.4 | -7
CCN1CCN(C(=O)CN2C(=O)c3cccc4cccc2c34)CC1 | 1 | 92 | 0.5 | -4 | 9 | 0.88 | -2 | 106 | 0.3 | -1
Cc1ccc(-n2c(-c3ccco3)nc3c(cnn3-c3ccc(C)cc3)c2=O)cc1 | -14 | 105 | -1.1 | 1 | -10 | 1.1 | -6 | 103 | -0.3 | 6
O=C(CN1CCc2ccccc2C1)NCc1ccco1 | 20 | 96 | 0.3 | -11 | -12 | 1 | 4 | 109 | -0.4 | -2
C(#CCN1CCOCC1)COC(c1ccccc1)c1ccccc1 | 17 | 105 | 0.7 | -2 | -6 | 0.82 | -6 | 104 | 0.2 | -3
COc1cccc(/C=C/C(=O)OCC(=O)Nc2cc(C(F)(F)F)ccc2Cl)c1 | 5 | 96 | -0.2 | -6 | 3 | 1 | 4 | 108 | -0.3 | -2
CCOc1ccc(CN2C(=O)c3ccccc3C2C(=O)NCc2cccnc2)cc1 (stereo not drawn) | 8 | 97 | 0.6 | -3 | 1 | 1 | 3 | 105 | 0.0 | -6
Fc1cccc(Nc2cc(-n3cccn3)ncn2)c1 | 37 | 102 | 0.3 | 22 | -6 | 1.3 | -5 | 83 | -0.1 | -5
CC(=O)COc1ncnc2c(Cl)cc(Cl)cc12 | -4 | 104 | -0.3 | 7 | 6 | 1.4 | -2 | 98 | -0.3 | -2
c1ccc(-c2cc3ccccc3nc2N2CCCC2)cc1 | 3 | 83 | 0.8 | -38 | -6 | 1 | 19 | 136* | -0.1 | -1
COc1ccc(NC(=O)C2(c3ccc(NC(=O)c4ccc(OC(C)=O)cc4)cc3)CCCC2)cc1 | 7 | 98 | 0.6 | 18 | 7 | 0.95 | 3 | 94 | -0.3 | -3
O=C(Nc1cccc(-c2nc3ccccc3s2)c1)c1cc(-n2cnnc2)ccc1Cl | 31 | 106 | -4.0 | 2 | 7 | 0.84 | -7 | 103 | 0.1 | -3
COc1cc(C)nc(N(C)C(C)=O)n1 | -8 | 113 | 0.3 | -1 | 2 | 1 | -14 | 109 | 0.2 | -5
N=C1c2c(cc(=O)n3c2[nH]c2ccccc23)CN1CCN1CCOCC1 | 0 | 108 | -0.5 | 14 | -17 | 0.83 | -10 | 95 | 0.0 | 2
Cc1c(Cl)cccc1NC(=O)c1cccc(OC(F)F)c1 | 25 | 108 | 0.0 | 8 | -10 | 1.7 | -9 | 93 | -0.2 | 2
COc1cc(SC)ccc1C(=O)N1CC(C)OC(C)C1 (stereo not drawn) | -1 | 97 | 0.5 | 15 | 5 | 1 | 3 | 92 | -0.4 | -6

3 entries from above, with two lines to a compound:
The line under a structure holds: APP 5'UTR act | STAT1 activator | DTT redox prof | STAT3 inh | TLR4 MyD88 comp | NF-kB neuron act | STAT1 blocker | STAT3 act | Hsp70 act | HMGR II inh
CC(=O)COc1ncnc2c(Cl)cc(Cl)cc12
    -4 | 104 | -0.3 | 7 | 6 | 1.4 | -2 | 98 | -0.3 | -2
c1ccc(-c2cc3ccccc3nc2N2CCCC2)cc1
    3 | 83 | 0.8 | -38 | -6 | 1 | 19 | 136* | -0.1 | -1
COc1ccc(NC(=O)C2(c3ccc(NC(=O)c4ccc(OC(C)=O)cc4)cc3)CCCC2)cc1
    7 | 98 | 0.6 | 18 | 7 | 0.95 | 3 | 94 | -0.3 | -3

(next part)
SMILES | APP 5'UTR act | STAT1 activator | DTT redox prof | STAT3 inh | TLR4 MyD88 comp | NF-kB neuron act | STAT1 blocker | STAT3 act | Hsp70 act | HMGR II inh
COc1ccc(OCc2cn3c(C)cc(C)nc3n2)cc1 | 3 | 107 | -0.1 | 3 | -4 | 1.3 | -8 | 97 | 0.3 | 0
Cc1nn(-c2ccccc2)c(C)c1/C=C1\C(=O)N(C)C(=S)N1C | 19 | 96 | 0.0 | 18 | -7 | 1 | 4 | 91 | -0.4 | -7
COCCN(Cc1cc2cc(C)ccc2nc1Cl)C(=O)Nc1ccccc1OC | -15 | 95 | 5.6 | 9 | -1 | 1.1 | 6 | 97 | -0.5 | 0
NS(=O)(=O)c1ccc(NC(=O)CSc2nnc(Cc3cccs3)n2-c2ccccc2)cc1 | 22 | 106 | 2.8 | 10 | -7 | 1.4 | -6 | 94 | -0.3 | -4
COc1cccc2cc(-c3csc(CCn4nc(C)cc4C)n3)c(=O)oc12 | 8 | 93 | -0.1 | 4 | -13 | 0.57 | 8 | 102 | -0.1 | -3
CC(C)CCn1c(O)c(N=NC(=O)c2ccco2)c2ccccc21 | 2 | 102 | -0.6 | -2 | 5 | 0.64 | -2 | 100 | -0.1 | -6
COc1ccc(NC(=O)/C=C/c2ccccc2)c([N+](=O)[O-])c1 | 76 | 147* | -0.3 | -9 | -11 | 1.4 | -54 | 107 | -0.3 | -5
Cc1nc2ccccc2n1CCC(=O)Nc1cccc(F)c1 | -10 | 99 | 1.0 | 0 | 8 | 1 | 1 | 100 | -0.3 | 1
COc1cccc(S(=O)(=O)NCc2ccc(C(=O)Nc3ccc(C)cc3)cc2)c1 | 31 | 96 | -0.1 | 8 | -14 | 1.1 | 5 | 94 | -0.5 | -1
COc1cccc(/C=C2/SC(=O)N(CC(=O)N3CCc4ccccc4C3)C2=O)c1OCC(=O)O | 4 | 92 | 0.2 | 7 | 7 | 1.3 | 9 | 100 | -0.2 | -2
O=C(NNc1nc(-c2ccccc2)cs1)c1ccccc1 | -3 | 102 | 1.8 | 1 | -14 | 1.2 | -2 | 104 | -0.3 | -5
CCOc1ccc(Oc2ccc(S(=O)(=O)N3CCOCC3)cc2N)cc1 | -2 | 101 | -0.1 | 24 | 8 | 1.2 | -3 | 86 | -0.1 | -1
CC1(C)Oc2ccc(NC(=O)c3ccco3)cc2O1 | 116 | 129* | 2.4 | 20 | 4 | 3 | -31 | 86 | 0.0 | 0
COc1ccc2c(CC(=O)N3CCN(S(=O)(=O)c4cccs4)CC3)coc2c1 | 8 | 103 | 1.9 | -11 | 3 | 0.8 | -3 | 111 | 1.6 | -3
Cc1ccc(Cl)cc1N1CCN(C(=O)CN(c2ccccc2)S(=O)(=O)N(C)C)CC1 | 17 | 87 | -1.2 | 5 | -13 | / | 13 | 100 | -0.1 | 0
Cc1n[nH]c(C)c1CCN(C)Cc1cn(C)nc1-c1ccccc1F | -8 | 100 | -0.6 | 4 | 6 | 1.3 | -3 | 99 | -0.3 | -1
Cc1ccc(NC(=O)CN2C(=O)C(C)Oc3ccccc32)nc1 (stereo not drawn) | -5 | 95 | 1.5 | 10 | 6 | 3.3 | 6 | 94 | -0.1 | -4
Cc1c(NC(=O)CN2CCN(c3cccc(Cl)c3)CC2)c(=O)n(-c2ccccc2)n1C | 23 | 94 | -1.1 | 18 | -13 | 1 | 5 | 93 | -0.1 | -10
CCn1c(C)nc2cc(S(=O)(=O)C(F)(F)C(F)C(F)(F)F)ccc21 (stereo not drawn) | -6 | 87 | -0.5 | 38 | 4 | 0.88 | 15 | 72 | -0.2 | -15
CNC(=O)c1ccc(Oc2ccc(C(=O)NC)cc2)cc1 | -2 | 94 | -0.5 | 1 | 5 | 1 | 7 | 104 | -0.3 | 2
CS(=O)(=O)c1ccc(C(=O)OCc2nnc(-c3ccccc3)o2)cc1[N+](=O)[O-] | 16 | 84 | -0.6 | 9 | -6 | 1 | 16 | 93 | 0.1 | -5
C=CCNC(=O)C(=O)NCC1CCCN1CC (stereo not drawn) | 1 | 99 | 0.3 | 1 | 8 | 1.1 | 0 | 103 | -0.2 | 7
CCN1CC(CNCc2cn(-c3ccc(OC)cc3)nc2-c2ccccc2Cl)CC1=O (stereo not drawn) | 9 | 99 | -1.3 | 0 | -7 | 0.89 | 0 | 104 | -0.4 | -4
Cc1cc(NCCCn2ccnc2)n2ncc(-c3ccccc3)c2n1 | 102 | 76 | 1.3 | 74* | 3 | 0.92 | 27 | 37 | -0.1 | -6
N#Cc1c(-c2ccccc2)c(-c2ccccc2)nn(CC(=O)NNC(=O)Nc2ccccc2)c1=O | -3 | 102 | -6.2 | 3 | 6 | 2.6 | -2 | 101 | 0.0 | -1
Cc1cc(C)c(NC(=O)CN2CCN(C)CC2)c(C)c1 | 1 | / | -2.4 | / | / | 1.3 | / | / | / | 1
C/C(=N\NC(=O)c1ccc(CSc2nncn2C)cc1)c1ccc(C#N)cc1 | 25 | 96 | 0.0 | 2 | 1 | 1.1 | 4 | 103 | -0.4 | 0

Hits appear at their usual frequency; 5.6% or so of the library scored in one or more.
